Compound activity (PubChem BioAssay)
KDM5B inhibitor = inhibitors of human KDM5B histone demethylase; Q9UGL1; KDM5B demethylase, FDH-coupled NADH fluorescence (FDH is formaldehyde dehydrogenase); Potency, µM (titrated, usually from 57.7 µM), for inactives: top-dose activity change, negative = inhibition, hits mostly inhibitors; hit rate 2.6% among 220,000; active = well fitted inhibition curve with a large enough effect; inconclusive = small, poorly fitted or top-dose-only effect; inactive = no such curve, though single readings can be large or run the other way; also: 0% is about no effect; nearly all actives have a fitted effect of over 70% in size
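KDM5BΔAP (200 nM final) in 50 mM HEPES pH 7.5, 0.01% Tween-20 was preincubated 10 min at RT with compound over a concentration range. Substrate mix (H3K4me3 12.5 µM, α-KG 25 µM, Fe²⁺, ascorbate, NAD⁺, FDH) was added, and NADH fluorescence change over 30 min gave dose-response curves.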
* hit, by the source's call; ? = inconclusive; [ ] = another dose, or the depositor's remark. Potency is read from the fitted curve at half-maximal effect. This is a subset (hit frequency here may not be typical).

SMILES | KDM5B inhibitor
Cc1cc(C)cc(N(CC(=O)NC2CCCC2)C(=O)CCC(=O)Nc2cc(C)ccn2)c1 | 25%
O=C(c1c[nH]c(=O)cn1)N1C[C@H](CO)C[C@H](CN2CCOCC2)C1 | ?
Cc1ccc(-c2ccc(N)nc2)c2cccnc12 | 25µM*
CCN(CC)CC1CCN(C(=O)c2ccc(C#N)cc2)CC1 | -5%
CCOc1ccc(S(=O)(=O)N2CCN(c3ccc(Cl)c(Cl)c3)CC2)c2ccccc12 | -20%
CC(C)Cc1nc(NC(=O)C[C@H]2NC(=O)c3ccccc3NC2=O)n[nH]1 | 50%[activator]
Cc1ccc(-c2nn(CC(=O)Nc3cccc(C)c3)c(=O)c3ccccc23)cc1 | 3%
O=C(NC1CC1)C1(c2ccc(Cl)cc2)CC1 | 15%
C[C@H](O)[C@@H]1C(=O)N2CCc3c([nH]c4c(-c5ccc6c(c5)OCO6)cccc34)[C@@H]2C[C@@H]1N(C)C(=O)c1ccccc1F | ?
O=C(c1ccccc1)N1CCC12Cc1ccccc1NC2=O (stereo not given) | -1%[86.2 µM]
CC(C)CNC(=O)NCC(=O)N1CCCCCNC(=O)CC1c1ccccc1 (stereo not given) | -23%
CC(C)n1c(SCc2nc3ccccc3o2)nc2ccccc2c1=O | 0%
CC(C)c1noc(CN2CCN(c3oc(C4CC4)nc3C#N)CC2)n1 | -3%
N#Cc1ccc(C(=O)N2CCC(Cc3nc(-c4ccccc4)n[nH]3)C2)cc1 (stereo not given) | -14%
COc1cccc(-c2cc(C(F)(F)F)nc(NCCc3ccccc3)n2)c1 | ?
COC(=O)c1ccc(Nc2nnc(-c3ccc(C)c(S(=O)(=O)N4CCN(C)CC4)c3)c3ccccc23)cc1 | ?
COc1ccc(-n2c(=O)c3sc4ccccc4c3n(CC(=O)Nc3ccccc3F)c2=O)cc1 | ?
CNC(=O)c1c(NC(=O)Cc2coc3cc(C)ccc23)sc2c1CCCC2 | 7%
O=C1NCCCN1C1CCN(Cc2ccccc2OC(F)(F)F)CC1 | -10%[86.2 µM]
O=C(CC12CC3CC(CC(C3)C1)C2)NCc1ccc(Cl)cc1Cl | 29%
CC(=O)Nc1c(-c2ccccc2)nc2ccc(Cl)cn12 | ?
COc1cccc(N2CCN(C(=O)C3CCN(S(=O)(=O)c4c(C)noc4C)CC3)CC2)c1 | 3%
COc1ccc(C(=O)N2C[C@@H](CO)[C@H](c3ccncc3)C2)c(OC)c1 | -4%
COc1ccccc1NC(=O)Nc1cccc(-c2ccc(N3CCCCC3)nn2)c1 | -15%

Given as tab-separated lines: two of the compounds above
SMILES	KDM5B inhibitor
CC(=O)Nc1c(-c2ccccc2)nc2ccc(Cl)cn12	?
COc1cccc(N2CCN(C(=O)C3CCN(S(=O)(=O)c4c(C)noc4C)CC3)CC2)c1	3%

Next section.
SMILES | KDM5B inhibitor
O=C(OCC(=O)c1ccccc1)/C(=C/c1cccs1)c1cccs1 | -20%
CCC(=O)N1CCc2cc(Br)cc(S(=O)(=O)CCC(=O)Nc3ccc(C)c(F)c3)c21 | 6%
Cc1cc(C)cc(NC(=O)c2sc3nc4n(c(=O)c3c2C)N=C(c2ccc(F)cc2)CS4)c1 | -5%
CCCNS(=O)(=O)c1ccc2nc(NC(=O)c3ccc(F)cc3)sc2c1 | ?
COc1cccc(CNC(=O)C2Cn3cccc3C(=O)N2C)c1 (stereo not given) | 2%
COc1ccc(OC)c(CNc2ncc(-c3ccc(Cl)cc3)n2C)c1 | ?
COc1ccc(CCNc2nc(-c3ccc(O)cc3)cs2)cc1OC | -31%
CC1=C(C(=O)OC(C)(C)C)C(c2ccccc2F)N2C(CC(=O)N3CCCC3)=CSC2=N1 (stereo not given) | ?
Cc1ccnc(NC(=O)c2nccnc2N)c1 | -21%
COc1ccc(C(=O)NC2CCN(c3cc(C(F)(F)F)ncn3)CC2)cc1 | 10%
COc1ccc(/C=C2\Oc3cc(OC(=O)C(C)(C)C)ccc3C2=O)cc1OC | -14%
O=C1OCCN1C1CCN(Cc2ccc(F)cc2)CC1 | 29%[149 µM]
Cc1ccn2c(=O)c(C(=O)O)cnc2c1 | ?
Cc1ccc(CNC2CCc3ccccc32)cc1 (stereo not given) | 15%
COc1ccc(C(=O)/C=C/c2ccccc2Cl)cc1CC(=O)O | -2%
COc1ccc(C(=O)N2CCCC3(C2)NC(=O)N(Cc2ccc(Cl)cc2)C3=O)cc1 (stereo not given) | 16%
O=C(CSc1nnc(-c2cccnc2)n1C1CC1)c1cc2cc(Cl)ccc2o1 | -15%
O=C(COC(=O)CNC(=O)c1ccccc1)Nc1nnc(-c2ccccc2)o1 | 9%
COc1cccc(C2Cn3nnc(-c4nc(-c5ccsc5)no4)c3CO2)c1 (stereo not given) | -9%
O=C(c1ccco1)N(Cc1cccs1)c1ccc(F)cc1 | ?
CC(=O)N[C@@H]1Cc2ccccc2[C@H]1NC(=O)CN1C(=O)CNC1=O | -18%
CN(C)S(=O)(=O)N1CCC(C(=O)Nc2ccc(Oc3cccnc3)cc2)CC1 | 21%
Fc1cccc(Cl)c1CNCCSc1nnnn1-c1ccccc1 | -10%
O=C(CSc1nc2cc(Cl)ccc2s1)NC1CCCCCCC1 | 20%
CC1CCCC(NC(=O)C2N(CCCN3CCCC3)C(=O)C3C(C(=O)Nc4ccc(Cl)cc4)C4C=CC32O4)C1C (stereo not given) | -16%
CS(=O)(=O)N1CCC(C2CCN(C(=O)Cc3cccnc3)C2)CC1 (stereo not given) | -10%
COc1ccc(C(=O)NCCc2ccc(C)cc2)cc1OC1CCN(C(C)=O)CC1 | 2%
O=C(Nc1ccc(Cl)cc1Cl)c1cc(S(=O)(=O)N2CCC3(CC2)OCCO3)ccc1F | ?
CCOC(=O)c1cc(-c2ccc(C)cc2)n(CCC(=O)Nc2nc3c(C)cccc3s2)c1C | ?
O=C(Cn1ccn2nc(-c3ccccc3)c(CO)c2c1=O)Nc1cc(Cl)cc(Cl)c1 | -15%
Cc1ccc(-c2cc(-c3ccc(Cl)cc3)c(C#N)c(N)c2C#N)cc1 | ?
Cc1ccc(CNC(=O)Cn2c(C)ccc(NS(=O)(=O)c3ccccc3)c2=O)cc1 | ?
CC(C)=CCC1(CO)CCCN(Cc2cc(=O)n3cc(C)sc3n2)C1 (stereo not given) | 28µM*
COCCNC(=O)[C@@H]1C[C@@H](O)CN1C1CCN(C(=O)c2nn(C)c3ccccc23)CC1 | 3%
COc1ccccc1Oc1coc2cc(OS(C)(=O)=O)ccc2c1=O | 25%
Clc1ccc(Nc2ncc(-c3cccnc3)c3c2OCC3)cc1 | 32µM*
CCN(CC)c1nc(-c2cccs2)cs1 | ?
O=C(CSc1ccc2c(c1)OCCCO2)Nc1ccccc1 | -11%
CCc1cc(C(=O)N2CCC(c3nnc(Cn4cncn4)n3C)CC2)no1 | 22%
COC(=O)c1ccc(COc2ccccc2/C=C2\CCc3cc(OC)ccc3C2=O)cc1 | 21%
COCCNCc1ccc(-c2cccc(C(F)(F)F)c2)o1 | 3%
CCn1c(=O)cc(SCC(=O)NCCc2cccc(C)c2)c2ccccc21 | ?
CN1CCN(c2cc(N3CCCC(CO)(CC4CC4)C3)nc(N)n2)CC1 (stereo not given) | -27%
CCN(CC)S(=O)(=O)c1ccc2c(c1)c(=O)c(C(=O)N1CCN(c3cc(Cl)ccc3C)CC1)cn2C | -7%
Cc1nncn1C1CCN(S(=O)(=O)c2ccccc2F)CC1 | 11%
COc1ccc(NC(=O)C2=CCN(S(=O)(=O)c3ccccc3)CC2)cc1OC | 36%
O=C1NCc2ccccc2CC12CCN(Cc1cc(O)cc(O)c1)C2 (stereo not given) | -12%[149 µM]
CCCCOC(=O)c1ccc(NC(=O)c2cc(=O)c3cc(C)ccc3o2)cc1 | 2%

Overlap with the part before: four compounds; new compounds follow.
SMILES | KDM5B inhibitor
Cc1nncn1C1CCN(S(=O)(=O)c2ccccc2F)CC1 | 11%
COc1ccc(NC(=O)C2=CCN(S(=O)(=O)c3ccccc3)CC2)cc1OC | 36%
O=C1NCc2ccccc2CC12CCN(Cc1cc(O)cc(O)c1)C2 (stereo not given) | -12%[149 µM]
CCCCOC(=O)c1ccc(NC(=O)c2cc(=O)c3cc(C)ccc3o2)cc1 | 2%
CCNc1ncc(C(=O)N2CCC(O)(CN3CCOCC3)C(C)(C)C2)cn1 (stereo not given) | ?
CCCCCCCC(=O)c1ccc(O)cc1 | -32%
CC(=O)Nc1ccc(CN2C(=O)OC3(CCN(C(=O)C4CCC4)CC3)C2(C)c2ccccc2)cc1 (stereo not given) | -9%
CCCN(CCC)CCCNC(=O)c1cn(C)c2ccc(S(=O)(=O)N3CCOCC3)cc2c1=O | -19%[11.5 µM]
CC(C)(C)c1cc(C(=O)NNc2cccc(Cl)c2)n(Cc2ccccc2)n1 | -5%
Cc1ccc(C2Cn3nnc(C(=O)N4CCN(C(=O)Cc5ccc(Cl)cc5)CC4)c3CO2)cc1 (stereo not given) | 23%
O[C@H]1CC[C@@H](Cc2cc(-c3ccc(F)cc3)on2)O[C@@H]1CNCc1ccccc1Cl | 42%[activator][86.2 µM]
COC(=O)c1ccc(NC(=O)N2CCN(c3nnc(C)c4c(C)n(-c5ccccc5)nc34)CC2)cc1 | -11%
CN(CC(=O)Nc1cccc(F)c1)Cc1cc(Cl)cc2c1OCOC2 | 7%
COc1ccc(C(=O)N2C[C@@H](CO)[C@H](c3ccccn3)C2)cn1 | -9%
O=c1[nH]cnc2c1nc(SCc1cccc(Cl)c1)n2-c1ccccc1 | -6%
CCc1ccc(-n2nc(C)c3c(C)cc(=O)n(CC(=O)Nc4ccccc4C(=O)OC)c32)cc1 | -3%
O=C(Nc1cccc(S(=O)(=O)N2CCOCC2)c1)c1ccc(OCc2cn3ccccc3n2)cc1 | ?
Cc1ccc(CNC(=O)N2CCCC(CN3CCCC3)CC2)cc1 (stereo not given) | ?
COc1ccc(OCc2nc3c4c(-c5ccccc5)c(-c5ccccc5)oc4ncn3n2)cc1 | -11%
Nc1ccccc1C12CC3CC(CC(C3)C1)C2 | 12%
CCOc1ccc(S(=O)(=O)N(C)CC(=O)NCCN2CCOCC2)cc1 | -28%
O=C(NCc1ccc(Cl)cc1)c1ccc2c(c1)NC(=O)C(CS(=O)(=O)Cc1ccccc1Cl)N2 (stereo not given) | ?
CCC(=O)c1c(OCCC(C)C)ccc2c(C)cc(=O)oc12 | ?
COC(=O)c1cc2oc(C)cc2n1Cc1ccccc1 | 5%
CNc1oc(-c2ccccc2)nc1S(=O)(=O)c1ccc(C)cc1 | ?
O=C(CSc1ccc2c(c1)OCCO2)c1ccc(Br)cc1 | -7%
CCc1ccc(NC(=O)C(C)Sc2ncnc3ccccc23)cc1 (stereo not given) | -11%
COc1ccc(C(=O)Nc2ccc(-c3noc([C@@H]4CCCN4Cc4ccc(S(C)(=O)=O)cc4)n3)cn2)cc1 | ?
CCN(CC)S(=O)(=O)c1ccc(NS(=O)(=O)c2ccccc2)cc1 | 19%
COc1ccccc1CCNC(=O)C(=O)NCc1n[nH]c(=O)c2ccccc12 | 4%
Cc1cc(C)n(CC(=O)N2CCCCCNC(=O)CC2c2ccccc2)n1 (stereo not given) | 29%
Nc1ccc2[nH]ncc2c1 | ?
COc1cc(OC)cc(C(=O)c2c(C)c(C#N)c3ccccn23)c1 | -20%
O=C(NC1CCCCC1)N1Cc2[nH]cnc2C[C@H]1c1nc(-c2cccc([N+](=O)[O-])c2)no1 | 4µM*
O=C(NCc1ccncc1)c1nc2c(o1)CCN(Cc1nccs1)CC2 | -27%[86.2 µM]
C=CCSc1cc(C)nc2c(-c3ccccc3)cnn12 | -1%
N#Cc1ccc(CN2CCc3nc(C(=O)Nc4cccc(C(F)(F)F)c4)oc3CC2)cc1 | 22µM*
Cc1c(Cl)cccc1NC(=O)CNC(=O)C1CC(=O)N(C2CCCC2)C1 (stereo not given) | -7%
COc1ccc(-n2nnnc2C2CCN(S(=O)(=O)c3cc(F)ccc3C)CC2)cc1 | -10%
O=C(/C=C/c1ccc(Cl)cc1Cl)Nc1ccccc1C(F)(F)F | 10%
CN(Cc1ccc(C(=O)NCC(F)(F)F)cc1)c1nc2ccccc2o1 | -10%
N#C/C(=C/c1cccs1)c1ccc(C(F)(F)F)cn1 | 26%
Cc1cccc(-c2nc3ccccc3c(=O)n2CCCN2CCOCC2)c1 | 13%
CCOc1ccc(Cn2c(CNS(=O)(=O)c3ccc(C(C)(C)C)cc3)nc3cccnc32)cc1 | ?
COc1ccc(Cn2c(C3CCN(C(=O)c4cc(C)cc(C)c4)CC3)n[nH]c2=O)cc1 | 19%
CCOc1nc(NC(=O)NS(=O)(=O)Oc2ccccc2)nc(-c2ccccc2)n1 | ?
Cc1cc(C(=O)Nc2ccc(Cl)cc2)c(C)n1-c1ccccc1 | -13%
COc1ccc(CC(=O)N2CCc3c([nH]c4ccccc34)C2c2ccc(SC)cc2)cc1 (stereo not given) | -42%
CCN(CC)C(=O)Cn1c(=O)n(-c2ccc(Cl)cc2)c(=O)c2c3c(sc21)CCC3 | -15%
Cc1ncoc1C(=O)N1CC(Oc2ccc(-c3nc(-c4ccccc4)no3)cc2)C1 | -6%
COc1ccc(CNC(=O)C[C@@H]2O[C@H](CNCc3cccc(Cl)c3)[C@@H](O)[C@H]2O)cc1 | -24%[86.2 µM]
Cc1cnc(C)c(N2CCN(C(=O)C3CCC(=O)N(CCc4cccc(F)c4)C3)CC2)n1 (stereo not given) | 0%
CSc1nsc(SCC(=O)Nc2ccc(Cl)c(C(=O)O)c2)n1 | -6%

2 consecutive records from above, for reference:
SMILES | KDM5B inhibitor
Cc1cnc(C)c(N2CCN(C(=O)C3CCC(=O)N(CCc4cccc(F)c4)C3)CC2)n1 (stereo not given) | 0%
CSc1nsc(SCC(=O)Nc2ccc(Cl)c(C(=O)O)c2)n1 | -6%
